Screens: PubChem BioAssay, Fisher Drug Discovery Resource Center
mcGAS inh: inhibitors of mouse cGAS. 0.15% of 160,000 active. Q8C6L5. inhibition, % at 12.5 µM. recombinant cGAS, Kinase-Glo ATP depletion luminescence;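 note: 0% = negative control wells and 100% = reference inhibitor with no enzyme activity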
NPYLR7 agonist: mosquito NPYLR7 agonism; HEK293T NPYLR7/Galpha15, GCaMP6s calcium fluorescence; 0.15% of 270,000 active; activation, % at 10 µM; in the data active = activation above about 40%;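 note: 0% = vehicle and 100% = reference agonist at the receptor; some compounds past the cut are filed as inactive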
hcGAS lum: blocks human cGAS activity; Q8N884; recombinant h-cGAS, ATP depletion, Kinase-Glo luminescence; inhibition, % at 12.5 µM; 0.081% of 290,000 active;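 note: 0% = vehicle reaction and 100% = reaction without DNA for no activity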
Target sequence (Q8N884 whole entry, looked up): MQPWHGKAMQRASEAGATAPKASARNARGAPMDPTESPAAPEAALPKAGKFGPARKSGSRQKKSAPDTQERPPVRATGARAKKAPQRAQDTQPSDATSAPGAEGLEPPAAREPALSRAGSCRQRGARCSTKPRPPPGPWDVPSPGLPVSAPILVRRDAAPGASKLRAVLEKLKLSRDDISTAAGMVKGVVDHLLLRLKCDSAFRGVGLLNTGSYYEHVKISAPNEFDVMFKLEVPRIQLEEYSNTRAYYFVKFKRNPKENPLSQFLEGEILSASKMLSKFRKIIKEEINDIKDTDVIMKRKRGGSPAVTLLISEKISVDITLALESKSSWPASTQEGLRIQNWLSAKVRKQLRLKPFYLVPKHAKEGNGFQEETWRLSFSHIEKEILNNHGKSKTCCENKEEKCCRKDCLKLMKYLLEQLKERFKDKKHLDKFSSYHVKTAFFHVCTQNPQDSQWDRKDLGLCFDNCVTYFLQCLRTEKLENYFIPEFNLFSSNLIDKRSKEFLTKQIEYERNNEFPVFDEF
Starred values were filed as active, the others as inactive; x = no result given. Cut-off read from the data, not from the text of the source, unless noted: active = inhibition above about 40%; inactive = the rest.

item | SMILES | mcGAS inh | NPYLR7 agonist | hcGAS lum
1 | CNC(=O)Cn1nc(C2CC2)c2cnn(-c3ccc(F)cc3)c2c1=O | x | 6 | -5
2 | COCC(C)(NC(=O)c1cc(Cl)c(-n2cccc2)cc1OC)C(N)=O (configuration not stated) | 0 | 1 | 0
3 | Cc1ccnc(SCC(=O)NC(c2ccc(F)cc2)c2ccc(SCc3ccccc3)cc2)n1 (configuration not stated) | 0 | 4 | 1
4 | O=C(CCCSc1ccccc1)Nc1nccs1 | -5 | -1 | 1
5 | CC(c1cccc(-c2cc(O)cc(C(=O)O)c2)c1)N(C)C (configuration not stated) | -4 | -2 | -5
6 | COc1ccc(/C=C2\C=C(c3ccccc3)N(c3ccc(O)cc3)C2=O)cc1Br | -6 | 0 | -4
7 | COCC(=O)NC(C)c1nnc(SCc2cccc(OC)c2)n1-c1ccc(C)cc1 (configuration not stated) | -6 | -4 | -3
8 | Cc1csc(SCC(=O)N2C[C@@H](CN3CCOCC3)[C@@H](CO)C2)n1 | -6 | x | -9
9 | O=C(CSc1nc2ccccc2[nH]1)NC1CCCCC1 | 2 | -5 | -7
10 | CCC(Cn1ccnc1)NC(=O)c1ccc(=O)[nH]c1 (configuration not stated) | -17 | 7 | -3
11 | Cc1cccc(Nc2cc(C)nc(-n3nc(C)cc3C)n2)c1 | -6 | 5 | -3
12 | C=CCn1c(SCC(=O)Nc2ccccc2F)nc2scc(-c3ccc(C)o3)c2c1=O | -7 | 11 | -6
13 | Cn1c(SCCCC(=O)c2ccccc2)nc2ccsc2c1=O | x | -2 | -8
14 | COc1ccc(OC)c(C(=O)CSc2nnc(-c3ccccc3Cl)n2-c2ccccc2Cl)c1 | -5 | 22 | -3
15 | COCCNC(=O)Cn1nc2c(c1NC(=O)c1ccc(Cl)cc1)CSC2 | 6 | -3 | 11
16 | Fc1ccc(C=NNc2ccc3ccccc3n2)c(F)c1 | -4 | 6 | -7
17 | O=C(COC(=O)C=Cc1ccco1)NC1CCCC1 | x | -1 | -1
18 | COc1ccc(CCN(C)C(=O)c2cc(-c3ccc(Cl)cc3)n(-c3ccccc3OC)c2C)cc1OC | -4 | -3 | -8
19 | COc1ccc(CC(N)c2csc(Nc3cccc(OC)n3)n2)cc1 (configuration not stated) | -7 | -7 | -4
20 | COc1ccc(C)cc1C(C)NC(=O)c1cc2ccsc2[nH]1 (configuration not stated) | x | 5 | -7
21 | Cc1c(C(=O)N2CCN(C(=O)CCC3CCCC3)CC2)cc(-c2ccccc2)n1-c1ccc(F)cc1F | -6 | -2 | -6
22 | Cc1cc(C)n2c(SCCOc3cc(Cl)ccc3Cl)nnc2n1 | x | 7 | -4
23 | COc1ccc2[nH]cc(C(CC(=O)NCC3COc4ccccc4O3)c3ccc(C)nc3Cl)c2c1 (configuration not stated) | x | 16 | -4
24 | CCOC(=O)NN=C(/C=C/c1ccccc1)/C=C/c1ccccc1 | 13 | -1 | -9
25 | Cc1ccc(C(=O)Nc2sc3c(c2C(=O)N2CCOCC2)CCC(C)C3)cc1 (configuration not stated) | 4 | -7 | -10
26 | Cc1ccc(C)c(NC(=O)CN(C)C(=O)CN(C)Cc2ccc(C(F)(F)F)cc2)c1 | x | 0 | -5
27 | COC(=O)CCC(=O)N1CCN(c2nccc(-c3cccc(C(F)(F)F)c3)n2)CC1 | -7 | 4 | -6
28 | CCCC(=O)N1CCc2ccccc2C1c1ccc(Cl)cc1 (configuration not stated) | -8 | 22 | -5
29 | COc1cc(S(=O)(=O)n2ccc(C)n2)ccc1Cl | -6 | -8 | -5
30 | Cc1ccc(C2=N/C(=C\C(Cl)=C\c3ccccc3)C(=O)O2)cc1 | x | 1 | -1
31 | COC(=O)C(c1ccc(F)cc1Cl)C1C=CC(NC(=O)C(c2ccccc2)c2ccccc2)C1 (configuration not stated) | -7 | 3 | -7
32 | CN(C)S(=O)(=O)c1ccc(-c2nc(C#N)c(NCc3ccc4c(c3)OCO4)o2)cc1 | -11 | 1 | -11
33 | COCC(=O)Nc1c(C)nc2sccn2c1=O | -8 | 8 | -6
34 | CCOC(=O)c1csc(CSc2nnc(-c3ccccc3F)n2-c2ccc(C)cc2)n1 | -4 | 13 | -8
35 | COc1cc(Br)c(CC(=O)N(C)CC(=O)Nc2c(C)cccc2C)cc1OC | x | 7 | -11
36 | Cc1cccc(-n2c(Cc3ccccc3)n[nH]c2=O)c1 | -15 | 5 | -6
37 | Cn1ccc(C(=O)NC2(C(=O)O)CCCCC2)cc1=O | x | 4 | -6
38 | O=C(c1ccc(F)cc1)N1CCCC(OCc2ccccc2Cl)C1 (configuration not stated) | 1 | -12 | 0
39 | CCOC(=O)C1=C(O)/C(=C\c2ccc(O)c([N+](=O)[O-])c2)SC1=Nc1ccc(OC)cc1 | -4 | 11 | -7
40 | Cc1cc(O)cc(=O)n1CCCC(=O)O | x | 2 | -1
41 | Cc1ccc(S(=O)(=O)CCc2nnc(NC(=O)c3ccccc3)s2)cc1 | -8 | 5 | -1
42 | O=C1NCC(=O)N2CCN(C(=O)c3nc4ccccc4s3)CC12 (configuration not stated) | x | 10 | -6
43 | CC(C)c1ccc(NC(=O)Cn2cnc3c2c(=O)n(C)c(=O)n3C)cc1 | -8 | 2 | -4
44 | CN(Cc1ccc(O)cc1)CC1CCN(CCc2ccc(Cl)cc2)CC1 | x | 10 | -6
45 | COc1ccc(Cl)cc1NC(=O)COc1cc(C)on1 | x | 5 | -6
46 | COc1ccc(Br)cc1C1C(C#N)C(=N)SC(=N)C1C#N (configuration not stated) | 17 | 4 | 4
47 | COc1ccccc1C1(CNC(=O)C2CCN(S(C)(=O)=O)CC2)CCOCC1 | x | -6 | -2
48 | CCN(CC)c1ncccc1CNCc1cccc(C(F)(F)F)c1 | x | 13 | -5
49 | OCc1ccc(-c2nccn2CCCCc2ccccn2)o1 | x | -3 | -1
50 | CCc1cc(N2CCOCC2)nc(SCc2ccc(C(=O)NCc3ccc4c(c3)OCO4)o2)n1 | -4 | -6 | -5
51 | Cc1cc(C)cc(N=C2NC(=O)/C(=C\c3cc(C)n(-c4ccc(Br)cc4)c3C)S2)c1 | -8 | -2 | -4
52 | COCCN(CC(=O)N(Cc1ccco1)Cc1cccn1C)C(=O)Nc1ccc(C(C)C)cc1 | -5 | 15 | -2
53 | Cc1ccc2nc(-c3ccc(Cl)cc3)c(Nc3c(C)cccc3C)n2c1 | -4 | 0 | -4
54 | Cc1csc(Cc2n[nH]c(=O)n2CCc2ccccc2F)n1 | 1 | 15 | 2
55 | Cc1ccc(C=Nc2sc3c(c2C#N)CCCCC3)o1 | -13 | 5 | -22
56 | Clc1ccccc1CN1CCN(N=Cc2ccncc2)CC1 | -5 | -8 | -6
57 | COCCCN(CC(=O)N1CCc2sccc2C1c1ccc(OC)cc1)S(=O)(=O)c1ccc(Br)cc1 (configuration not stated) | -5 | -2 | -4
58 | CSCCCNC(=O)c1cn(Cc2ccccc2C)nn1 | -9 | x | -8
59 | O=C(CN(CC1CCCO1)C(=O)C1C[C@H]1c1ccccc1)N(Cc1ccc2c(c1)OCO2)Cc1ccco1 (some centres not stated) | -6 | 2 | -8
60 | CC(C)(C)c1ccc(-c2nn3c(N)cc(=O)nc3s2)cc1 | x | -3 | 3

(continued)
item | SMILES | mcGAS inh | NPYLR7 agonist | hcGAS lum
61 | CCN(CC)C(=O)c1cc(NC(=O)c2ccc(C(C)(C)C)cc2)ccc1N1CCCC1 | -8 | -6 | -6
62 | Cc1ccc(N2C(=O)CC(C3CCCC=C3N3CCOCC3)C2=O)c(C)c1 (configuration not stated) | -9 | 1 | -6
63 | C=CCNC(=S)N1CCc2cc(OC)c(OC)cc2C1CNS(=O)(=O)c1ccc(Cl)cc1 (configuration not stated) | 2 | -1 | 3
64 | COc1ccc(S(=O)(=O)N2CCC(NC(=O)COc3cc(C)cc(C)c3)CC2)cc1 | x | 4 | -2
65 | Cc1ccccc1-n1ncc2c1CC(C)(C)CC2NC(=O)c1snnc1C (configuration not stated) | -11 | 16 | -7
66 | Cc1cccc(C)c1OCC(=O)N=Nc1c(O)[nH]c2ccc(Br)cc12 | -8 | -1 | -6
67 | Nc1nccnc1C(=O)Nc1ccc(SC2CCCC2)cc1 | x | 6 | -47
68 | CC(C)CCN(Cc1c(-c2ccccc2)noc1N1CCCCC1)C(=O)c1ccc(C(F)(F)F)cc1 | -4 | 2 | -11
69 | N#Cc1ccc(CN(Cc2ccc(C#N)cc2)S(=O)(=O)c2cc(F)ccc2F)cc1 | x | 6 | -10
70 | COC(=O)c1sc2ccccc2c1S(=O)(=O)Nc1ccc(N(C)C)cc1 | x | -5 | -2
71 | CC(=O)N1c2ccccc2C2(O)NC(=S)N(C)C12 (configuration not stated) | x | 2 | -6
72 | C=CCN(Cc1c(F)cccc1F)Cc1cccn1Cc1ccc(C(F)(F)F)cc1 | -3 | 1 | 0
73 | Cc1ccc2[nH]c(CCC(=O)N3C[C@H]4C[C@H](O)[C@H](O)C[C@H]4C3)nc2c1C | x | 24 | -1
74 | CC(C)(C)N1C=C(NCc2ccccc2)OS1=O (configuration not stated) | x | -6 | -8
75 | CCOc1ncccc1-c1cc(C(=O)N2CCOCC2)ccn1 | x | 18 | -9
76 | CCN(Cc1ccccc1)C(=O)c1ccccc1N1CCC(NC(=O)c2ccccc2Cl)CC1 | -3 | 0 | -5
77 | CCN(CC)CCN(C(=O)C1=COCCO1)c1nc2ccc(Cl)cc2s1 | -9 | -4 | -6
78 | CCN1C(=S)NC(c2ccc(NC(=O)Nc3cc(C(F)(F)F)cc(C(F)(F)F)c3)cc2)C(C(=O)OCC(C)C)=C1C (configuration not stated) | -5 | x | -3
79 | Cc1ccn2c(NC(=O)C(C)(C)C)c(-c3ccccc3)nc2c1 | -9 | -9 | -8
80 | CC(=O)Nc1cccc(N=c2scc(C)n2C2CCCC2)c1 | x | -1 | -5

Continued; it opens with the 2 that closed the last part.
item | SMILES | mcGAS inh | NPYLR7 agonist | hcGAS lum
79 | Cc1ccn2c(NC(=O)C(C)(C)C)c(-c3ccccc3)nc2c1 | -9 | -9 | -8
80 | CC(=O)Nc1cccc(N=c2scc(C)n2C2CCCC2)c1 | x | -1 | -5
81 | COc1cccc(-n2c(SCC(=O)O)nnc2C2CCOCC2)c1 | -14 | 0 | 1
82 | C=CCN=c1scc(-c2ccccc2F)n1N=Cc1cccc(O)c1O | x | -5 | -3
83 | O=C(O)CCn1cnc2sc3c(c2c1=O)CCCC3 | x | 0 | -6
84 | CC(C)(C)c1ccc(-c2ccnc(N3CCN(C(=O)c4cccnc4Cl)CC3)n2)cc1 | -6 | 27 | -5
85 | O=S(=O)(NCc1ccccc1)NCC1COc2ccccc2O1 (configuration not stated) | x | -3 | -4
86 | C=CCNC(=O)N1CCN(C(C(=O)NCc2cccc(C)c2)C2CCCC2)CC1 (configuration not stated) | -4 | -8 | -4
87 | COc1ccc(NC(=O)Cn2nc([N+](=O)[O-])c(Br)c2C)cc1OC | -5 | 28 | -5
88 | Cn1c(C2CCCN(S(C)(=O)=O)C2)nn(CC(=O)NCc2ccccc2Cl)c1=O (configuration not stated) | -3 | 0 | 1
89 | O=C(C[n+]1cc(-c2ccc(Br)cc2)n2c1CCC2)c1ccccc1 | -9 | 16 | -5
90 | CCCCCCCCCCCC(=O)Nc1ccc(-n2nc(OC(C)C)nc2-c2cccc(C(F)(F)F)c2)cc1 | -2 | 8 | 2
91 | CN(Cc1ccccn1)C(=O)c1cc(=O)c2cc(Br)ccc2[nH]1 | x | 6 | -6
92 | Cc1cccnc1C(c1ccc(F)cc1)N(C)C(=O)C1CCN(C(=O)C2CCCCC2)CC1 (configuration not stated) | -2 | 0 | -7
93 | O=C(Nc1cccc2c1CCCC2)N(Cc1cccs1)CC1CCCO1 (configuration not stated) | x | 10 | -6
94 | COc1cc(Nc2ccc(NC(=O)Nc3cccc(C)c3)cc2)nc(C)n1 | 0 | 3 | -1
95 | COn1c(=O)c(-c2cccc(Br)c2)[n+]([O-])c2ccccc21 | x | -3 | -2
96 | COc1ccc(OC)c(C(=O)Nc2cc(Cl)cc(Cl)c2)c1 | x | 4 | 0
97 | Cc1ccc(NS(=O)(=O)c2ccc3c(c2)OCCO3)cc1 | -5 | -2 | -3
98 | CC1CCCC(NC(=O)Cn2nnc(-c3ccc(Cl)cc3)n2)C1C (configuration not stated) | x | -7 | -2
99 | COCc1nc(C)cc(NCC(O)c2cc(OC)ccc2OC)n1 (configuration not stated) | x | -7 | 16
100 | CC(C)c1ccccc1OCc1nc(CN(CCN2CCCCC2)C(=O)c2cccc(Br)c2)cs1 | -3 | 0 | -3
101 | CCOC(=O)C1(CCOC)CCN(Cc2c(C)n(C)c3ccccc23)CC1 | -3 | 11 | -1

4 compounds already listed, arranged by SMILES length, highest first.
item | SMILES | mcGAS inh | NPYLR7 agonist | hcGAS lum
92 | Cc1cccnc1C(c1ccc(F)cc1)N(C)C(=O)C1CCN(C(=O)C2CCCCC2)CC1 (configuration not stated) | -2 | 0 | -7
88 | Cn1c(C2CCCN(S(C)(=O)=O)C2)nn(CC(=O)NCc2ccccc2Cl)c1=O (configuration not stated) | -3 | 0 | 1
81 | COc1cccc(-n2c(SCC(=O)O)nnc2C2CCOCC2)c1 | -14 | 0 | 1
99 | COCc1nc(C)cc(NCC(O)c2cc(OC)ccc2OC)n1 (configuration not stated) | x | -7 | 16

Some entries already given with just mcGAS inh and hcGAS lum.
No.	SMILES	mcGAS inh	hcGAS lum
94	COc1cc(Nc2ccc(NC(=O)Nc3cccc(C)c3)cc2)nc(C)n1	0	-1
95	COn1c(=O)c(-c2cccc(Br)c2)[n+]([O-])c2ccccc21	x	-2
96	COc1ccc(OC)c(C(=O)Nc2cc(Cl)cc(Cl)c2)c1	x	0
97	Cc1ccc(NS(=O)(=O)c2ccc3c(c2)OCCO3)cc1	-5	-3
